High-throughput results (PubChem)
HCV inhibitor – HCV inhibition | Huh7.5.1 HCVcc-Cre infection, luciferase reporter, 44 h | Potency, µM (top dose mostly 41.8 µM), for inactives: at the highest dose activity change, negative = inhibition, usual class: inhibitors | actives 3.4% (n = 340,000) | AID 651820; active means well fitted inhibition curve with a large enough effect; inconclusive means small, poorly fitted or top-dose-only effect, or another doubt; inactive means no such curve, though single readings can be large or run the other way; further: potency means the concentration at half of the fitted maximal effect
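Cells seeded at 1,000/well and cultured 4 h, then compounds added followed by HCVcc-Cre virus (~0.5 moi). After 44 h further culture, luciferase substrate was added, plates held 15 min at room temperature, and luminescence read for 15 sec.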
HCMV inh – human cytomegalovirus inhibition; HFF cells, HCMV-luciferase reporter, 72 h; active compounds read low; activity change, negative = inhibition, % at 57.5 µM; actives 4.5% (n = 410,000); in the data active means activity change below about -60%; inconclusive means no clear call, values can overlap the other calls; inactive means above about -39%
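Inhibition of viral replication was scored as loss of reporter luminescence in HFFs infected with HCMV-luciferase (MOI 1 PFU/cell) for 72 h; compounds tested at 2 doses, normalized to buffer and Salinomycin controls.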
* = called active by the depositor; u = inconclusive; [ ] = another dose, or the depositor's remark. On the % scale 0 is the no-effect control and ±100 the full control effect.

smiles | HCV inhibitor | HCMV inh
Oc1ccc(O)c2c1C1(Cl)C(Cl)=C(Cl)C2(Cl)C1(Cl)Cl | u | -64*
O=C1OC(c2cc(Br)c(O)c(Br)c2)c2ccccc21 (stereo not drawn) | 11% | u
Cc1ccc(NC(=O)c2ncn(CCCN(C)CCc3ccccn3)n2)cc1C | -1%[8.37 µM] | -15
CSc1ncc2[nH]c(C(O)c3ccccc3)nc2n1 (stereo not drawn) | u | -39
Cc1ccc(OCC(=O)Oc2cccc(C)c2)cc1 | 5% | -12
CCC(C)[C@H](NS(=O)(=O)c1ccc(F)cc1Br)C(=O)OC (stereo partly drawn) | 0% | -19
N#Cc1ccc(OCCN2CCc3ccccc3C2)cc1 | u | -5
O=c1[nH]cc(NCc2ccccc2)c(=O)[nH]1 | -13% | 18
O=C(NN=Cc1ccc([N+](=O)[O-])cc1)C1CC1 | -22% | -36
COc1cc(OC)cc(C(=O)N2CCN(C3CCC(C)CC3)CC2)c1 (stereo not drawn) | 1% | -6

Other compounds.
smiles | HCV inhibitor | HCMV inh
CC(C)C1(c2ccsc2)NC(=O)NC1=O (stereo not drawn) | 29% | -13
Nc1c(Cl)cc2c(c1Br)Cc1ccccc1-2 | -19% | 33
O=C(O)c1ccc(/C=N\Nc2ccccn2)cc1 | 0% | 79
CCC(=O)c1ccc(OC)c(OC)c1OCc1ccccc1 | 23% | 6
CCN1C[C@@H]2[C@@H]3C(=O)N(C)C(=O)[C@@H]3[C@](CC)(C1=O)N2C(=O)c1ccc(Cl)cc1 | 1% | 6
COc1ccc(CCn2c(-n3nc(C)cc3C)nc3c2c(=O)[nH]c(=O)n3C)cc1 | 0% | u
C[C@H](NS(=O)(=O)c1ccc(Cl)cc1)C(=O)OCC(=O)Nc1cc(S(=O)(=O)N2CCOCC2)ccc1Cl | 32%[activator] | -14
CN(CCc1ccccc1)C(=O)c1ccc(NC(=O)Cc2ccc(NC(=O)C3CCN(C(=O)c4ccccc4)CC3)cc2)cc1 | -17%[8.37 µM] | -63*
CCCCn1c(N)c(N(CCC(C)C)C(=O)c2cccc(N3C(=O)c4ccccc4C3=O)c2)c(=O)[nH]c1=O | 3% | -3
O=C(c1cc(Cl)cc(Cl)c1)N1CCC2CC1c1cc(-c3ccc4c(c3)OCO4)ccc12 (stereo not drawn) | 9% | 27

Reprinted from the part before: 2 compounds, then new ones.
smiles | HCV inhibitor | HCMV inh
CCCCn1c(N)c(N(CCC(C)C)C(=O)c2cccc(N3C(=O)c4ccccc4C3=O)c2)c(=O)[nH]c1=O | 3% | -3
O=C(c1cc(Cl)cc(Cl)c1)N1CCC2CC1c1cc(-c3ccc4c(c3)OCO4)ccc12 (stereo not drawn) | 9% | 27
COc1ccc(C(C(=O)NC2CCCCC2)N(Cc2ccco2)C(=O)CNC(=O)c2ccco2)cc1 (stereo not drawn) | 11% | -8
C#CCOCCOCCOCCNc1nc(N2CCN(C(=O)[C@H](CCCCN)n3cc(CC(C)O)nn3)CC2)nc(N2CCN(C(=O)[C@H](Cc3ccc(O)cc3)n3cc(CCO)nn3)CC2)n1 (stereo partly drawn) | 13% | -15
CCCOC(=O)C1C2CCC(O2)C1C(=O)O (stereo not drawn) | -1% | 8
OC(COc1ccc(Cl)cc1)CN1CCN(c2ccccn2)CC1 (stereo not drawn) | u | u
CCOC(=O)C1CCN(C(=O)COC(=O)CNS(=O)(=O)c2ccc(SC)c([N+](=O)[O-])c2)CC1 | 25% | 0
COc1ccc2cc(CNCCOCCOCCNCc3ccc4cc(OC)ccc4c3)ccc2c1 | 4µM* | -98*
C[C@H](CO)N1C[C@H](C)[C@@H](CN(C)S(=O)(=O)c2ccccc2)Oc2c(NC(=O)C3CC3)cccc2C1=O | -3%[8.37 µM] | -20
COc1ccc(CN2[C@@H](CC(C)=O)c3cc(C(F)(F)F)ccc3S2(=O)=O)cc1 | u | 39
OC(COCc1ccccc1F)CN1CCCCC1 (stereo not drawn) | -3% | -15
C=CCSc1nc2sc3c(c2c(=O)[nH]1)CC(C)(C)OC3 | -9% | -13

(more compounds)
smiles | HCV inhibitor | HCMV inh
O=S1(=O)CCS(=O)(=O)C1c1ccccc1 | 24% | -16
CCC1CN1P(=O)(N1CCCC1)N1CC1CC (stereo not drawn) | 27% | -12
NNc1cccc(C=Cc2ccccc2)cc1=O | u | 34
COc1cccc(CC(=O)Nc2ccc(F)c(S(=O)(=O)N3CCOCC3)c2)c1 | u | -19
CN(N)c1nc(N2CCCC2)nc(N2CCCC2)n1 | u | u
Cc1ccc(C)c(OCC(=O)N(Cc2ccccc2)c2c(N)n(Cc3ccccc3)c(=O)[nH]c2=O)c1 | u | -11
CC(CNCCCn1cnc2c(OCc3ccccc3)ncnc21)c1ccccc1 (stereo not drawn) | -2% | -24
C(=NOCCc1ccccc1)c1cccnc1 | 16% | 19
O=c1[nH]c(-c2ccccc2)nc(CN2CCCCC2)c1O | 4% | -21
S=C(c1ccco1)N1CCOCC1 | 20% | -20

(next part)
smiles | HCV inhibitor | HCMV inh
CC(=O)OCC(=O)C1(O)CCC2C3CC(F)C4=CC(=O)CCC4(C)C3C(=O)CC21C (stereo not drawn) | 4% | -38
O=C1CCCCC1Sc1ccc(Cl)cc1[N+](=O)[O-] (stereo not drawn) | 12% | 54
CC(C)(COC(=O)C(c1ccccc1)c1ccccc1)CN1CCOCC1 | 2% | 8
OCCCn1c(C2CCCN2c2nc(-c3ccc(F)cc3)cs2)nc2cc(Cl)c(N3CCCCC3)cc21 (stereo not drawn) | -12% | -21
CC(=O)Nc1ccc2c(c1)ncn2C1CCCCC1 | 12% | 0
CC(C)(C)c1cc(NC(=O)CCSc2nnc3ccccn23)cc(C(C)(C)C)c1 | 4µM* | -30
COc1ccc(N2C(=O)C(=O)N(c3ccc(OC)cc3)P2(=O)N(CCCl)CCCl)cc1 | 9% | -75*
Cc1ccc(C(=O)N2CC2C)cc1 (stereo not drawn) | 8% | -8
O=C1CSC(=S)N1N=Cc1ccc(Cl)s1 | 7% | -22
COC(=O)C=CC(=NNc1ccccc1)c1ccccc1 | 22µM* | 46

Carrying on.
smiles | HCV inhibitor | HCMV inh
N[C@@H](Cc1cnc[nH]1)C(=O)Nc1ccc2ccccc2c1 | 21% | -25
CCOc1ccc(-c2cc(C(=O)N3CCC(C)CC3)c3ccccc3n2)cc1 | u | 27
CCCCN(C(=O)c1cccc(S(=O)(=O)N(CC)c2ccccc2)c1)c1c(N)n(CCCC)c(=O)[nH]c1=O | -17% | 0
COc1ccccc1NS(=O)(=O)c1cccc(C(=O)N/N=C(/C)c2ccc(-n3ccnc3)cc2)c1 | u | -27
O=c1ccn([C@@H]2O[C@H](CNS(=O)(=O)c3cc4ccccc4s3)[C@@H](O)[C@H]2O)c(=O)[nH]1 | 15% | -6
Cc1c(Cl)ccc2c(C(O)CBr)cc(-c3ccccc3)nc12 (stereo not drawn) | 10µM* | -39
COc1cc(/C=C/CNC[C@H]2O[C@@H](n3cnc(C(N)=O)n3)[C@H](O)[C@@H]2O)ccc1O | 10% | -4
COCCn1c(SCC(=O)Nc2ccc(OC)c(S(N)(=O)=O)c2)nc2ccccc2c1=O | 15% | -19
O=C(/C=C/c1ccccc1)Nc1cccc(C(=O)N2CCCCC2)c1 | u | 42
CCCCOc1ccc(S(=O)(=O)N2CCN(C)CC2)cc1 | -1% | 61

Full records as entered above:
C[C@H](NS(=O)(=O)c1ccc(Cl)cc1)C(=O)OCC(=O)Nc1cc(S(=O)(=O)N2CCOCC2)ccc1Cl is listed with HCV inhibitor = 32%[activator]; HCMV inh = -14
O=c1[nH]cc(NCc2ccccc2)c(=O)[nH]1 is listed with HCV inhibitor = -13%; HCMV inh = 18

Next records.
smiles | HCV inhibitor | HCMV inh
O=C(O)c1ccccc1C=NN=C1c2ccccc2-c2ccccc21 | 9% | 44
O=C(O)C1=C[C@H](c2ccccc2)C[C@H](OCCCCO)O1 | 28% | 20
O=C(CCN1CCC2CCC(C2)C1)c1ccccc1 (stereo not drawn) | 16% | -21
O=C(CC1Oc2ccccc2NC1=O)NCCCN1CCN(C2CCCCC2)CC1 (stereo not drawn) | 4% | -13
CN(CC(=O)Nc1cccc(F)c1)C(=O)c1cn(-c2ccccc2)nc1-c1cccs1 | -26% | -17
CCOc1ccccc1NC(=O)c1ccccc1N(C)S(=O)(=O)c1ccc(C)cc1 | u | -12
COC1OC2COC(c3ccccc3)OC2C2OC12 (stereo not drawn) | 1% | -6
C=CCCC1(C2=CCCCC2)C(=O)NC(=O)NC1=O | 22% | 12
CCN1C[C@@H]2[C@@H]3C(=O)N(C)C(=O)[C@@H]3[C@](Cc3ccccc3)(C1=O)N2C(=O)c1ccc(F)cc1 | 0% | 11
COc1ccc(CNCCS(=O)(=O)NCc2ccc(OC)cc2)cc1 | -1% | 15

Three compounds picked at random from those above:
smiles | HCV inhibitor | HCMV inh
O=C(CCN1CCC2CCC(C2)C1)c1ccccc1 (stereo not drawn) | 16% | -21
CCOc1ccccc1NC(=O)c1ccccc1N(C)S(=O)(=O)c1ccc(C)cc1 | u | -12
O=C(CC1Oc2ccccc2NC1=O)NCCCN1CCN(C2CCCCC2)CC1 (stereo not drawn) | 4% | -13

Other structures follow:
smiles | HCV inhibitor | HCMV inh
O=C1CC(c2ccc(Cl)cc2)Oc2ccc(Cl)cc21 (stereo not drawn) | 4% | u
O=C1C=CC(=Nc2ccc3c(c2)Cc2cc(F)ccc2-3)O1 | 8% | 37
CC(=O)c1cc(C#N)c(Oc2ccc(Cl)cc2Cl)nc1C | 7% | -21
Cc1ccc(NS(=O)(=O)c2cccc(C(=O)NC3CCN(Cc4ccccc4)CC3)c2)c(C)c1 | 14µM* | -40
OC(COCc1ccccc1)COCc1ccccc1 | 11% | -2
Cn1c(=O)c2c(nc(OC/C=C/c3ccccc3)n2C)n(C)c1=O | 13% | 40
COc1cc2c(cc1OC)CN(CCC(C)c1ccc(Cl)cc1)CC2 (stereo not drawn) | u | 43
CCCCN1CCC(=O)C(C(=O)OCC)=C1C(=O)OCC | -4% | 0
COc1cccc(CC(O)CC2c3c(cc4c(c3OC)OCO4)CCN2C)c1 (stereo not drawn) | u | 6
CCOC(=O)Nc1cc(N)ncn1 | 16% | 31

Carrying on:
smiles | HCV inhibitor | HCMV inh
O=C1CCC(=O)c2ccc3c4c(ccc1c24)CC3 | 0% | -2
COC(=O)C1=C(\O)CCCC/C=C\1C(=O)O | -9% | 7
CC(=O)N(C)c1ccc(NC(=O)Cc2cccc3ccccc23)cc1 | 2% | 47
Cc1ccc(C(=O)NCc2ccc(F)cc2)s1 | 3% | -2
C=CCNC(=O)N1C2=NC(C(=O)OC)=C(C(=O)OC)[C@@H]3N(Cc4ccccc4)c4ccccc4[C@]23C[C@H]1C(=O)OC | 6% | 10
COc1ccc(CN2CCCCCC2)cc1OC | 3% | 2
Cn1c2ccccc2c2ccc3c(c21)C(=O)C=CC3=O | u | 26
CC1(C)CC(=O)C(C(c2cc([N+](=O)[O-])ccc2Cl)C2C(=O)CC(C)(C)CC2=O)C(=O)C1 | 2% | -27
c1ccc(Sc2ccccn2)cc1 | 4% | 39
CN(Cc1cnc2nc(N)nc(N)c2n1)c1ccc(C(=O)NC(CCC(=O)O)C(=O)O)c2ccccc12 (stereo not drawn) | -16% | -101*

Remaining list, next part:
smiles | HCV inhibitor | HCMV inh
CCCCN1CC(COC)Oc2cccc(F)c2S1(=O)=O (stereo not drawn) | 40%[activator] | 1
COc1ccc(CCNC(=O)CNS(=O)(=O)c2ccc(Cl)cc2)cc1 | -13% | -26
CC(C)OC(=O)c1ccc(NCc2cc(O)ccc2O)cc1Cl | 6.3µM* | -25
CC(=O)n1cc([C@H]2C=C(C(=O)N3CCOCC3)O[C@@H](OCCCCO)C2)c2ccccc21 | 16% | -11
CCn1c(CCNC(=O)c2cccs2)nnc1SCC(=O)c1ccc(OC)cc1 | 9% | 20
CN(C)CCn1c(=O)n(C2CCCCC2)c(=O)c2c3c(sc21)CCCCC3 | u | -21
O=C(Cc1ccccc1[N+](=O)[O-])NCC1(c2cccc3c2OCO3)OCCO1 | -9% | 1
Cn1c(=O)c2[nH]c(Cc3cccc(O)c3)nc2n(C)c1=O | -4% | 47
CCCCN(CCCC)S(=O)(=O)c1ccc(N2CCCC2=O)c([N+](=O)[O-])c1 | -11% | -30
CC(=O)Nc1ccc(C(=O)NCC(c2ccco2)N(C)C)cc1 (stereo not drawn) | 19% | -1

The list continues.
smiles | HCV inhibitor | HCMV inh
C=C(C)[C@@H]1CC=C(CO)CC1 | -3% | 26
O=C(CCCC(=O)NN=Cc1ccccc1Cl)NN=Cc1ccccc1Cl | -25% | 8
COc1cccc(CN2CCNC(=O)C2CC(=O)N(C)C2CCCCC2)c1OC (stereo not drawn) | 30%[activator] | 15
COc1ccc(NC(=O)c2ccc3ccccc3c2OC)cc1 | -23% | 84
COc1ccc(OC)c(-c2cc(C(=O)N/N=C/c3cc(OC)c(OC)cc3OC)c3ccccc3n2)c1 | 11% | -11
Cc1cn(C(C)C)c(=O)n(-c2ccccc2)c1=O | 10% | 1
CC(C)C[C@H]1CN([C@@H](Cc2ccc(O)cc2)CN2CCC[C@@H]2CN2C(=O)C(=O)NC[C@@H]2Cc2ccccc2)C(=O)C(=O)N1CC1CCCCCC1 | u | -65*
NC(=O)c1c(Br)n(C2OC(CO)C(O)C2O)c2ncnc(N)c12 (stereo not drawn) | u | -83*
CN(C)CCn1c(COc2ccccc2)nc2ccccc21 | 15% | 13
CC12CCC(O)CC1CCC1C2CCC2(C)C(C(=O)CC(O)C(F)(F)F)CCC12 (stereo not drawn) | u | -23
Cc1ccccc1C(=O)NCC(C)NC(=O)c1ccccc1C (stereo not drawn) | -1% | -4
Cc1cccc2nc(Cn3c(=O)n(CCC(=O)NCc4ccco4)c(=O)c4ccccc43)cc(=O)n12 | 14% | -7

The list is partial (hit frequency here may not be typical).
